ASAP1 inh: inhibitors of human ASAP1 ArfGAP activity, primary screen, biochemical, fluorescence polarization; actives 0.19% (n = 360,000); AID 624377, 2012; inhibition, % at 16.5 µM; ASAP1-stimulated ARF1 GTP hydrolysis, GDP FP detection; in the data active = inhibition above about 25%;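 also: 0% = vehicle with enzyme and substrate and 100% = no enzyme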
LEDGF integ inh: blockers of LEDGF/p75-dependent integrase strand transfer – biochemical, TR-FRET, high throughput, primary screen | HIV-1 integrase (with human LEDGF/p75) | inhibition, % at 3.7 µM | actives 0.64% (n = 370,000) | TR-FRET IN-LEDGF/p75 DNA integration, Eu/Cy5;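 active = inhibition above the screen-wide mean plus 3 SD, cut at about 13% in these data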;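 also: signal is the Cy5 over europium emission ratio at 671 and 618 nm; 0% = plate median of compound wells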
ADAM17 inh: ADAM17 inhibitors, primary screen, biochemical, QFRET | Disintegrin and metalloproteinase domain-containing protein 17 (Homo sapiens), P78536 | recombinant ADAM17, EDANS/DABCYL FRET peptide cleavage | inhibition, % at 6.95 µM | actives 0.83% (n = 370,000);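 active = inhibition above the mean of compounds lying between control limits plus 3 SD, set per campaign, cut at about 8.5% in these data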;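 also: 0% = DMSO-only wells as the low control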
Target sequence (P78536 215-824 limits assumed): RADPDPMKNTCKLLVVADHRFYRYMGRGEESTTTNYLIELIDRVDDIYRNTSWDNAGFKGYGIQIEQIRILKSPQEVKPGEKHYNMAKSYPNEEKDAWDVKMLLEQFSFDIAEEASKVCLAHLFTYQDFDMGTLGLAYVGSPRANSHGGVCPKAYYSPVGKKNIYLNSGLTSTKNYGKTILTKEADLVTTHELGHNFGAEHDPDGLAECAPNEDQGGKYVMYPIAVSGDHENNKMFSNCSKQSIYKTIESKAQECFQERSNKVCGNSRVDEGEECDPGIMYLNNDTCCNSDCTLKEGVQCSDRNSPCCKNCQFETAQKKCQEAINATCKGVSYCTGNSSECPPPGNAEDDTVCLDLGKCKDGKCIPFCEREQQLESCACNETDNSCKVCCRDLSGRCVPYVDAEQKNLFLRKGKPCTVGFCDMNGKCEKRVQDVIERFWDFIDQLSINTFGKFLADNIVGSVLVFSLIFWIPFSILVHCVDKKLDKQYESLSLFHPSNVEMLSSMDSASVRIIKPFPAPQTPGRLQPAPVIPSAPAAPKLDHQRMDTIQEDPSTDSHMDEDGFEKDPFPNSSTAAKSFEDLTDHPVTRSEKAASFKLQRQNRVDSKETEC
TDP2 inh: human TDP2 enzyme inhibitors, primary screen, biochemical, epi absorbance, recombinant enzyme; Tyrosyl-DNA phosphodiesterase 2 (Homo sapiens), O95551; T5PNP hydrolysis, p-nitrophenol absorbance 415 nm; inhibition, % at 12.8 µM; actives 0.34% (n = 370,000); AID 720702, 2013;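 active = inhibition above the mean of all tested compounds plus 3 SD, set per campaign, cut at about 25% in these data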;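 also: 0% = DMSO with enzyme and 100% = buffer with substrate but no TDP2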
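Incubation: 2 h at 37 °C; Test system: recombinant human TDP2; Quantity: enzyme 120 nM; Read-out basis: percent inhibition; Medium: 50 mM Tris-HCl pH 7.5 with Mg2+, KCl, DTT, BSA; Repeats: single replicate; Compound: 12.8 µM single point, 1% DMSO; Signal: epi absorbance; Reagent: 5 mM T5PNP chromogenic substrate; Benchmarks: no-enzyme high, DMSO-plus-enzyme low.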
proKLK7 act: proKLK7 zymogen activators, primary screen, biochemical, fluorescence intensity; AID 652039, 2013; purified proKLK7, EDANS-DABCYL substrate fluorescence; 100% is mature enzyme control, 0% vehicle; Kallikrein-7 (Homo sapiens), P49862; actives 0.9% (n = 370,000); activation, % at 7 µM;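 active = activation above the mean of all tested compounds plus 3 SD, computed per campaign excluding outliers beyond control limits, cut at about 13% in these data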
Target sequence (P49862 whole entry, looked up): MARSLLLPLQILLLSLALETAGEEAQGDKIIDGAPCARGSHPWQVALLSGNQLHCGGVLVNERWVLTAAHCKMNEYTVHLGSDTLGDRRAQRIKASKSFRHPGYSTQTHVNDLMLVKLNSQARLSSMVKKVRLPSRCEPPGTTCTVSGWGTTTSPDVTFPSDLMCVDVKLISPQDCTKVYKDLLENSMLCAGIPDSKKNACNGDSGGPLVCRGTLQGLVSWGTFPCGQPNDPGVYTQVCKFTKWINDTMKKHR
ARFGAP1 inh: inhibitors of rat ARFGAP1 GAP activity, primary screen, biochemical, fluorescence polarization, GDP tracer. ADP-ribosylation factor GTPase-activating protein 1 (Rattus norvegicus), Q62848. Arfgap1-stimulated ARF1 GTP hydrolysis, GDP FP detection. inhibition, % at 16.5 µM. actives 0.26% (n = 360,000). AID 651572, 2012;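 active = inhibition above a per-plate limit, mean inhibition of low control wells plus 3 SD, cut at about 25% in these data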;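 also: 0% = DMSO wells with enzyme and 100% = wells lacking Arfgap1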
Target sequence (Q62848 1-136 limits assumed): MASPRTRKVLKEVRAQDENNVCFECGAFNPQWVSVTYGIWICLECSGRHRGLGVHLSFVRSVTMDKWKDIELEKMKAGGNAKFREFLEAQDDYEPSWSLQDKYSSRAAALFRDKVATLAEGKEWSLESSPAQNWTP
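System: truncated rat Arfgap1 GAP domain / Benchmarks: high control wells lacking Arfgap1, low control full reaction with DMSO / Times: compound-enzyme preincubation 20 min, reaction 120 min, detection 60 min, 25 °C / Repeats: one replicate per compound / Also added: human ARF1(Δ1-17)-GTP substrate / Measured by: Tracer-displacement fluorescence polarization with EDTA stop, 620/688 nm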
Tn6 DDE FP: inhibitors of Tn6 peptide binding to fibrin DD(E), primary screen, biochemical, fluorescence polarization, human fibrin, Tn6 probe | AID 720509, 2013 | Fibrinogen beta chain (Homo sapiens), P02675 | actives 0.21% (n = 370,000) | inhibition, % at 8.3 µM | Fibrin DD(E) TRITC-Tn6 fluorescence polarization displacement;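 active = inhibition above a per-campaign cutoff: mean of compounds within control limits plus 3 SD, cut at about 15% in these data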;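 also: 0% = median of all compound wells on the plate and 100% = blocking peptide control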
ADAM10 inh: human ADAM10 inhibitors, primary screen, biochemical, QFRET, HTS | Disintegrin and metalloproteinase domain-containing protein 10 (Homo sapiens), O14672 | recombinant ADAM10, EDANS/DABCYL FRET peptide cleavage, 3 h | inhibition, % at 7 µM | actives 0.62% (n = 370,000);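 active = inhibition above a per-campaign cutoff equal to the mean of compounds falling between control-based bounds plus 3 SD, cut at about 20% in these data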;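 also: 0% = DMSO wells while the 100% control is not disclosed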
DDE Tn7 FP inh: inhibitors of Tn7 peptide binding to fibrin DD(E), primary screen, biochemical, fluorescence polarization, human fibrin, Tn7 probe; Fibrinogen beta chain (Homo sapiens), P02675; FP displacement of FITC-Tn7 peptide from fibrin DD(E); 0% = median of compound wells per plate; inhibition, % at 8.3 µM; actives 0.13% (n = 370,000); AID 720508, 2013;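 active = inhibition above the mean of compounds falling within the control limits plus 3 SD of them, cut at about 14% in these data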;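 also: 0% = plate median of compound wells and 100% = 10 µM Aha-Tn7 peptide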
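Test system – human fibrin DD(E) · Times – 10 min preincubation, 3 h with tracer, room temperature · Detection – fluorescence polarization of the labelled Tn7 tracer · Measure – percent inhibition normalized to high-control wells · Benchmarks – high control wells with 10 µM unlabelled Aha-Tn7 peptide (full inhibition) · Repeats – singlicate testing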
PLC-gamma1 inh: PLC-gamma1 enzyme inhibitors, primary screen, biochemical, fluorescence, purified enzyme; 1-phosphatidylinositol 4,5-bisphosphate phosphodiesterase gamma-1 (Homo sapiens), P19174; fluorogenic substrate; inhibition, % at 12.2 µM; actives 0.84% (n = 370,000); in the data active = inhibition above about 9.5%
* = called active by the depositor; / = not tested or not shown.

SMILES	ASAP1 inh	LEDGF integ inh	ADAM17 inh	TDP2 inh	proKLK7 act	ARFGAP1 inh	Tn6 DDE FP	ADAM10 inh	DDE Tn7 FP inh	PLC-gamma1 inh
OCc1ccccc1O[C@@H]1O[C@H](CO)[C@@H](O)[C@H](O)[C@H]1O	-7	0	-1	-2	-0.4	-1	-13	0	-1	3
CCc1cc2c(SCC(=O)NC(=O)c3cccn3C)ncnc2s1	0	-1	-6	1	-0.4	17	-3	1	-6	-8
CCOC(=O)c1[nH]c(C)c(C(=O)NC2CCCC2)c1C	14	-4	-2	4	0.1	-11	-1	-13	-6	1
COc1ccc(-c2[nH]ncc2N=Nc2cc(C)cc(C)c2)cc1	9	0	6	-4	0.4	18	-6	12	1	5
Cc1ccc(CCNC(=O)C2CCC(=O)N(Cc3cccc(F)c3)C2)cc1 (centres undefined)	-1	-2	0	-6	0.8	-11	14	-5	6	-3
O=C(O)CCc1ccc(-c2ccc(Cl)cc2)n1Cc1ccco1	-4	8	-11	-1	0.6	-9	-9	-26	3	-25
COc1cc(C)ccc1OCc1cc(C(=O)N(C)CCCN2CCOCC2)no1	-7	0	-2	-12	-0.2	-4	-5	2	8	-1
COCC(=O)N1CCCc2ccccc21	-10	-6	-1	-11	0.3	11	1	-6	-1	-4
CN(C(=O)c1ccc(OC2CCN(CCc3ccccc3)CC2)cc1)C1CCOC1 (centres undefined)	-8	0	0	-3	-0.8	1	0	-4	-7	0
COc1ccc(OC)c(C(=O)CCCC(=O)c2cc(OC)ccc2OC)c1	0	0	-5	12	-0.4	-3	-3	-7	4	-55
COc1ccccc1C(=O)C1CCCN(Cc2ccc(Oc3ncccn3)cc2)C1 (centres undefined)	-5	-3	-5	5	0.5	6	5	-4	4	-2
CCOCCCN(C(=O)c1ccco1)C(C(=O)NC1CCCC1)c1cccc(OC)c1OC (centres undefined)	-2	0	-6	4	-0.6	15	6	1	5	-1
Cc1ccc(C(=O)CSc2nnc(-c3ccco3)o2)o1	-2	1	-5	9	0.0	9	-2	-9	-3	0
O=C(CSc1nc2[nH]ncc2c(=O)[nH]1)NCc1ccccc1	-7	3	2	-14	-0.5	-2	-5	-3	-8	9
COc1cccc(Nc2nc3ccccc3n3nnnc23)c1	5	1	-8	3	1.8	5	2	-7	-2	-23
Cc1ccc(NC(=O)c2cccc(S(=O)(=O)N3CCN(c4ccc(F)cc4)CC3)c2)nc1	-17	-4	0	6	0.0	-11	-3	11	4	3
Cc1cc(=O)oc2cc(Oc3ncccn3)ccc12	-7	-3	-60	7	-7.6	7	4	-182	-1	-44
COc1ccccc1CN1CC(C(=O)NCCc2ccc(Cl)cc2)CC1=O (centres undefined)	9	-5	-1	-4	-0.2	-1	-2	0	5	1
COc1ccc(CCn2c(C)c(C(C)=O)c3cc(OC(=O)c4ccco4)ccc32)cc1OC	25*	-1	-4	6	0.8	-8	-7	-4	-1	-4
C=CCNC(=S)Nc1ccc2cn[nH]c2c1	2	-5	-5	5	-0.2	-2	0	-10	5	1
O=C(Nc1cccc(Cl)c1)C1CCN(C(=O)c2cccs2)CC1	9	4	5	-28	0.8	7	5	12	-2	9
C=CCC1(CC=C)CCCN1C(=O)C1CCC(=O)N(CCc2ccc(OC)cc2)C1 (centres undefined)	-3	-2	-3	-8	0.2	10	10	-4	5	-4
Cc1ccc(NC(=O)CN2CCN(c3nc(-c4ccccc4)cs3)CC2)cc1C	/	-1	7	5	0.7	/	-6	22*	-6	0
CC[C@@H](C)[C@@H]1CN([C@@H](CN2CCC[C@H]2CN2C(N)=NC[C@H]2CC(C)C)C(C)C)C(=N)N1CCc1ccc(Cl)c(Cl)c1	-1	-3	-5	-2	-0.8	2	2	-10	9	7
COc1ccc(S(=O)(=O)N(C)CC(=O)Nc2ccccc2OC)cc1	-7	-4	-2	3	0.5	-2	23*	-1	6	4
Cc1c(C(=O)NCc2cccc(Cl)c2)sc(=O)n1Cc1ccc(C(=O)N(C)C)cc1	3	5	-4	8	0.6	-9	-2	-5	0	0
Cc1ccc(Nc2ccc(C(N)=O)cc2[N+](=O)[O-])cc1	-10	-3	-2	-6	0.1	6	3	-2	-2	1
CC(C)(C)NC(=O)CSc1nnnn1C(C)(C)C	-5	0	-1	2	-0.4	0	-4	10	3	3
O=[N+]([O-])c1cc(S(=O)(=O)NC2=NCCCCC2)ccc1NCC1CCCCC1	5	-2	4	-5	0.0	-10	-2	9	-4	5
O=C(COc1nncc2ccccc12)Nc1c(F)c(F)c(F)c(F)c1F	1	-10	-3	-6	0.1	5	-1	-2	1	2
Clc1cccc(N=NN2CCOCC2)c1Cl	14	-3	-4	-17	-0.2	11	4	-1	-5	1
O=S1(=O)OCCC(c2ccccc2)N1Cc1ccccc1 (centres undefined)	8	-1	-1	-1	-0.3	-2	1	5	-1	-3
CCCCCCC(=O)N/N=C/c1ccco1	1	-1	2	6	0.5	5	-2	-132	-1	0
O=C(O)c1ccc(S(=O)(=O)N2CCC(Cc3ccccc3)CC2)cc1	5	-2	3	10	0.1	-12	0	-1	-2	3
COC(=O)c1sccc1NC(=O)CSc1nnnn1-c1ccccc1C	9	0	1	-9	0.1	6	1	-2	-5	4
CC1CC(=O)c2cn3c(nc2C1)nc1ccccc13 (centres undefined)	4	-2	-34	9	-0.5	7	10	-87	0	-132
CCOc1ccccc1Nc1cc(C)c2cccc(C)c2n1	-3	-6	-21	3	-16	1	6	-36	1	-45
Cc1cc(C)n(-c2ccc([N+](=O)[O-])cc2-c2nn[nH]n2)n1	3	-4	-7	6	0.5	2	-3	-2	-2	-2
Cc1cc(/C=C2\NC(=S)N(C)C2=O)ccc1N1CCCC1	-8	9	8.9*	-9	-0.2	-2	0	9	-12	-35
CCOc1ccc(-c2nnc(NC(=O)CCCOc3cccc(C)c3)o2)cc1	-10	-2	-3	6	0.3	0	-11	-9	-1	-2
COC(=O)c1[nH]c2ccc(Cl)cc2c1NC(=O)c1ccccc1[N+](=O)[O-]	9	1	-1	-2	-0.2	6	-7	4	1	6
COc1ccc(Cc2c(-c3ccc(OC)c(OC)c3)nc3ccc(C)cn23)c(C)c1	8	-1	-33	-1	-2.1	8	-4	-137	5	-41
O=C(CN(CC1CCCO1)C(=O)CNS(=O)(=O)c1ccc(Cl)cc1)NC1CCCC1 (centres undefined)	-4	-6	-2	2	-0.1	9	-1	-3	4	-1
CN1CCN(C(=S)c2cn(Cc3cccc(F)c3)c3ccccc23)CC1	3	7	1	-5	0.5	-3	-3	1	-2	2
Cc1ccccc1CSc1nc2[nH]ncc2c(=O)[nH]1	-14	-2	-5	8	-0.5	3	-4	1	2	0
COc1cc(Cl)c(C)cc1NC(=O)CN1CCCCCC1	2	0	0	4	-1.2	1	2	6	-3	2
CCn1c(C)nc2cc(S(=O)(=O)C(F)F)ccc21	-2	3	-7	2	0.5	15	-3	-6	3	-1
Nc1nonc1-n1nnc(C(=O)N/N=C/c2ccc(F)cc2)c1-c1ccc2c(c1)OCO2	8	-1	-4	12	-0.5	7	-4	-5	-4	-6
Cc1cccc(NC(=S)NNc2ncc(C(F)(F)F)cc2Cl)c1	-6	6	13*	-24	0.5	13	-27	21*	-1	-3
COc1ccc2[nH]c(C(=O)O)c(NC(=O)c3ccccc3[N+](=O)[O-])c2c1	-2	0	-2	15	0.8	6	0	-5	-3	0
CCCS(=O)(=O)N1CCCC(C(=O)N2CCN(C(=O)OCC)CC2)C1 (centres undefined)	-16	-1	-1	-3	-0.1	-3	-3	2	-9	0
CN(C)c1ccc(N=Nc2ccccc2C(=O)OCC(=O)NC2CCCC2)cc1	11	1	7	-2	0.5	18	2	12	1	5
Cc1ccc(S(=O)(=O)N2CCN(C(=O)CCn3cncn3)CC2)cc1C	12	1	-3	5	0.4	-4	7	-3	11	0
Cc1ccc(OCc2ccc(C(=O)O)o2)cc1C	-2	4	-3	-3	0.1	-11	-3	-1	1	2
COCc1cc(=O)[nH]c(SCC(=O)c2ccccc2)n1	13	4	1	-9	-0.4	2	6	7	-8	4
CN(Cc1nnc(SCC(=O)NCCc2ccccc2)n1C)S(=O)(=O)c1ccccc1	-7	0	0	0	0.4	3	3	6	-6	1
O=C(CN1CCN(Cc2ccccc2)CC1)NC(=O)NC1CCCCC1	-6	-1	-4	2	0.0	-10	6	-1	-2	0
CCCNC(=O)C[C@H]1CC[C@H]2[C@@H](COc3ccc(NC(=O)Nc4ccccc4)cc3C(=O)N2C)O1	/	3	0	16	-0.3	/	7	-2	0	5
O=S(=O)(NCCO)c1ccc2c(c1)Cc1cc(S(=O)(=O)NCCO)ccc1-2	4	1	-3	4	-0.3	10	1	-1	-3	6
O=C(CC(CC(=O)c1ccc(Cl)cc1)c1ccccc1C(=O)O)c1ccc(Cl)cc1	-7	-3	-2	-7	-0.4	-2	5	-1	1	-4
COc1cccc(NS(=O)(=O)c2nc3nc(C)cc(C)n3n2)c1	0	-1	-1	2	0.4	0	12	-11	5	2
O=C(c1ncc[nH]1)c1ccco1	19	-2	-5	-15	-0.1	23	-11	1	-1	-2

ASAP1 inh, hit marks shown above
structure	ASAP1 inh	LEDGF integ inh	ADAM17 inh	TDP2 inh	proKLK7 act	ARFGAP1 inh	Tn6 DDE FP	ADAM10 inh	PLC-gamma1 inh
COc1ccc(CCn2c(C)c(C(C)=O)c3cc(OC(=O)c4ccco4)ccc32)cc1OC	25*	-1	-4	6	0.8	-8	-7	-4	-4

Compound activity deposited in PubChem by The Scripps Research Institute Molecular Screening Center.
